rTrxR1 inhibitor – blocks rat thioredoxin reductase 1 | recombinant rTrxR1, NADPH fluorescence consumption, selenite substrate | Potency, µM (top dose mostly 114 µM), for inactives: top-dose activity change, negative = inhibition, most hits filed as inhibitors | O89049 | AID 588453 | hit rate 1% among 390,000; further: on the % scale 0 is the no-effect control and ±100 the full control effect; nearly all actives have a fitted effect of over 65% in size
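Rat TrxR1 (90 nM in the dispensed reagent) was pre-reduced with 400 uM NADPH for 5 min at room temperature, then incubated with compound for 15 min. After 400 uM selenite was added, NADPH fluorescence (Ex 340/Em 450 nm) was followed for 8 min.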
PGK inhibitor – T. brucei PGK inhibition. Potency, µM (titrated, usually from 57.5 µM), for inactives: at the highest dose activity change, negative = inhibition, usual class: inhibitors. hit rate 0.043% among 380,000. PGK/GAPDH coupled, Kinase-Glo luminescence, 60 min; further: on the % scale 0 is the no-effect control and ±100 the full control effect; nearly all actives have a fitted effect of over 60% in size
Target sequence (P07378 whole entry, looked up): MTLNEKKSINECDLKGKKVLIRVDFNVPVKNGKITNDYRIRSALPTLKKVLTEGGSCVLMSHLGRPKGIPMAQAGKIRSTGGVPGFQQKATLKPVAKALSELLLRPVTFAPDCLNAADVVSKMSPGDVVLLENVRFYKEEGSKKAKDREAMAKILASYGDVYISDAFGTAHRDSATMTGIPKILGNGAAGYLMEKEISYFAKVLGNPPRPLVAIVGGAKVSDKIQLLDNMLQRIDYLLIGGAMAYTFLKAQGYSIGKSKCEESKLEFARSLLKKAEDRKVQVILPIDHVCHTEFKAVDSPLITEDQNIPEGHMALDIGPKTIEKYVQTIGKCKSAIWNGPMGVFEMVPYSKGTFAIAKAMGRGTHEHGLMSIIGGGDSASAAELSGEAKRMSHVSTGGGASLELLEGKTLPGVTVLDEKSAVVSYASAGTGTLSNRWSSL
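Luminescent ATP detection (Kinase-Glo Plus) follows a 60-minute room-temperature incubation, with wells lacking PGK as controls. Buffer: 100 mM TEA (pH 7.6), 5 mM MgCl2, 0.01% Tween-20. Coupling enzyme GAPDH (100 nM final) supplies unstable 1,3-BPG in-well.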
12-LOX inh – ALOX12 (human) lipoxygenase inhibition; purified 12hLO, xylenol orange hydroperoxide absorbance; P18054; AID 1671190; hit rate 1.1% among 580,000; Potency, µM (series often up to 108 µM), inactives show at the highest dose activity change, negative = inhibition, most hits filed as inhibitors; further: on the % scale 0 is the no-effect control and ±100 the full control effect
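Purified human 12hLO (150 nM final) in 25 mM Hepes, 0.01% Triton X-100, pH 7.0 was preincubated 15 min at room temperature with compound. Then 40 uM arachidonic acid was added, 30 min. Hydroperoxide was read by Fe-XO absorbance ratio 573/405 nm.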
JMJD2A Tudor – blocks the human JMJD2A Tudor domain. O75164. hit rate 4.4% among 390,000. AlphaScreen JMJD2A-Tudor / H3K4me3 peptide binding. Potency, µM (series often up to 114 µM), for inactives: top-dose activity change, negative = inhibition, actives largely listed as inhibitors; further: on the % scale 0 is the no-effect control and ±100 the full control effect; nearly all actives have a fitted effect of over 50% in size
GLS inhibitor – inhibitors of human glutaminase (GLS); AID 624170; hit rate 0.21% among 410,000; O94925; Potency, µM (doses to about 45.5 µM), without a hit: at the highest dose activity change, negative = inhibition, most hits filed as inhibitors; GLS enzymatic activity, qHTS titration; further: on the % scale 0 is the no-effect control and ±100 the full control effect
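Two-point fluorescence kinetic (t0, 30 min RT) for hKGA; glutamate detected via glutamate oxidase–HRP–Amplex Red. Substrate: 1 mM L-glutamine solution; buffer 45 mM KH2PO4, pH 8.2.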
ERG-DNA inh – blocks human ERG Ets domain binding to DNA; P11308; fluorescence polarization, His-ERG Ets domain / labelled DNA; Potency, µM (top dose mostly 76.9 µM), for inactives: top-dose FP activity, negative = inhibition, usual class: inhibitors; hit rate 0.028% among 370,000; active means well fitted inhibition curve with a large enough effect in the polarisation, with a control signal flat; inconclusive means small, poorly fitted or top-dose-only effect, or effect the other way, or a change in a side signal; inactive means no such curve, though single readings can be large or run the other way; the % refers to the polarisation;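 further: polarization taken with two DNA probes labelled with fluorescein and Texas red; % of control where 0% means no effect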
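His-tagged ERG Ets domain (1 uM in the protein solution; 300mM KCl, 50mM Tris-HCl, 1mM EDTA, 1mM DTT, pH 7.5) received compound, then a probe mix of 5 nM fluorescein-DNA and 100nM Texas-615-DNA. Fluorescence polarization was read for both dyes.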
Pin1 inh – human Pin1 inhibition; AID 504891; hit rate 0.009% among 390,000; Pin1 FP peptide displacement, HiFluor488, 10 min; Potency, µM (highest dose often 115 µM), for the others: at the top dose activity, negative = inhibition, usual class: inhibitors; active means well fitted inhibition curve with a large enough effect in the polarisation, with a control signal flat, not every such curve was filed as active; inconclusive means small, poorly fitted or top-dose-only effect, or effect the other way, or a change in a side signal; inactive means no such curve, though single readings can be large or run the other way; the % refers to the polarisation; further: on the % scale 0 is the no-effect control and ±100 the full control effect
Target sequence (Q13526 whole entry, looked up): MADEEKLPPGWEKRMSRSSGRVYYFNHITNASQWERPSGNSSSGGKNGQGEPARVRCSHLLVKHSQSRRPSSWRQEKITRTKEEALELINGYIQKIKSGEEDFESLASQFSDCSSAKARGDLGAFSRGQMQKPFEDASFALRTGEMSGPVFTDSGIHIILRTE
HP1b binding inh – HP1-beta chromodomain-methylated histone interaction inhibition | P83916 | AlphaScreen HP1-beta / biotin-H3K9me3 peptide binding | Potency, µM (top dose mostly 114 µM), without a hit: at the top dose activity change, negative = inhibition, hits mostly inhibitors | hit rate 0.56% among 390,000 | AID 540317; further: nearly all actives have a fitted effect of over 70% in size; inactives centre near 23
Target sequence (P83916 whole entry, looked up): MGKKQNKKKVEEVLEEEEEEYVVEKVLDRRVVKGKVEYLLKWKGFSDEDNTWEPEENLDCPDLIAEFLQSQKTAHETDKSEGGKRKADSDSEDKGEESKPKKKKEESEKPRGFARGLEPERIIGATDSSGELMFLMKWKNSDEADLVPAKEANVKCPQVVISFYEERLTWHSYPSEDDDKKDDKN
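AlphaScreen: HP1-beta (50 nM) preformed 30 min with biotin-H3(1-18)K9me3 peptide (50 nM) in PBS pH 7.4, 0.01% Tween-20. Compound added for 30 min at RT, then streptavidin donor/nickel chelate acceptor beads (10 ug/mL) for 30 min.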
RGS4 inh – blocks human RGS4-accelerated GTP hydrolysis; P49798; Transcreener GDP fluorescence polarization, RGS4-accelerated GTP hydrolysis; Potency, µM (doses to about 114 µM), inactives show at the highest dose activity change, negative = inhibition, most hits filed as inhibitors; hit rate 0.039% among 390,000; further: on the % scale 0 is the no-effect control and ±100 the full control effect; nearly all actives have a fitted effect of over 75% in size; some results filed as inactive show a strong effect at the top dose
Target sequence (P49798 whole entry, looked up): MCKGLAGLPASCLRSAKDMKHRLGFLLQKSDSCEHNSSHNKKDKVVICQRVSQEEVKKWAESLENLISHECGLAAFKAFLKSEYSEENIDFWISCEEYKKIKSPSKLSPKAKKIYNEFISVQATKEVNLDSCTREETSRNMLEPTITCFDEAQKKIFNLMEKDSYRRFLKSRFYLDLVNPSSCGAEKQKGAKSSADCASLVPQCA
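MLSMR compounds (23 nl, pin-transferred) preincubated 10 min at room temperature with a 500nM (2x) first reagent, then RGS4 at 900nM (2x) plus Transcreener GDP mix added; fluorescence polarization (620/688 nm) read before and after 90 min at 30 °C.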
The depositor's hits bear a star; i = inactive; ? = inconclusive; · = not tested or not shown; & = joins results of further samples; [ ] = remark or other dose. Unless noted, the call rests on the fitted dose curve; in most records, active means well fitted curve in the direction sought with a large enough effect; inconclusive means small, poorly fitted or top-dose-only effect, or another doubt; inactive means no such curve, though single readings can be large; an effect the other way counts as inactive or inconclusive. Potency means the concentration at half of the fitted maximal effect. An excerpt (hit frequency here may not be typical).

rTrxR1 inhibitor	PGK inhibitor	12-LOX inh	JMJD2A Tudor	GLS inhibitor	ERG-DNA inh	Pin1 inh	HP1b binding inh	RGS4 inh	mol
-7%	-3%	2%	-1%	-2%	-5%	-1%	19%	0%	O=C(Nc1ccc(Br)cc1)c1ccc(N2C(=O)C3CC=CCC3C2=O)cc1 (configuration not stated)
9%[57.1 µM]	-1%	-3%	79µM*	-12%	-5%	1%	14%	-52%	Cc1cc(OCCn2cnc3ccccc3c2=O)cc(C(C)C)c1
21%	i	-16%	1%	15%	-9%	0%	43%[activator]	20%	Cc1ccc(Cl)c(OCCN2CCc3ccccc3C2)c1
22%	-8%	6%	-10%	-5%	2%	2%	41%[activator]	-17%	CC(=O)Nc1ccc(C(=O)N/N=C/C2CC3C=CC2C3)cc1 (configuration not stated)
14%[57.1 µM]	i	-7%	-27%	-16%	0%	-1%	-3%	-8%	CCOC(=O)c1cc(-c2ccccc2)n(-c2cccc(C(=O)NC(C)CC)c2)c1C (configuration not stated)
22%	0%	2%	53%[activator]	0%	·	9%	41%[activator]	-9%	N/C(=N\OC(=O)CCCCCN1C(=O)c2ccccc2C1=O)c1ccccc1
-8%	-9%	460%[activator]	-10%	-10%	-16%	-6%	26%	13%	Cc1csc(NC(=O)C2CCCN2C(=O)OCC(C)C)n1 (configuration not stated)
-2%	2%	-8%	-11%	7%	1%	-8%	21%	7%	Clc1cccc(N2CCN(c3nnnn3-c3ccccc3)CC2)c1
20%	-6%	13%	?	2%	-4%	11%	31%[activator]	16%	N#Cc1ccccc1Sc1ccccc1C(=O)OCc1nnc(-c2ccccc2)o1
15%	0%	?	-15%	0%	20%	23%	30%	23%	Cc1ccc(CC(=O)Nc2ccc(S(=O)(=O)N3CCOCC3)cc2)cc1C
8%	-8%	-4%	-8%	6%	-3%	1%	29%	9%	CC(C)c1ccc(/C=C/C(=O)Nc2nncs2)cc1
-10%	4%	-9%	1%	20%	·	-1%	19%	-5%	Cc1ccc(CNC(=O)Cn2cc(C(F)(F)F)ccc2=O)cc1
16%	-5%	-7%	-8%	2%	2%	0%	9%	20%	Cc1ccccc1C(=O)NCCNC(=O)c1ccccn1
12%	i	-6%	-17%	5%	6%	-5%	11%	-8%	O=C(O)c1ccccc1NS(=O)(=O)c1cccc2nsnc12
-1%[57.1 µM]	7%	0%	-4%	-11%	-3%	-5%	18%	-9%	Cc1ccc(OCC(=O)N/N=C/c2c[nH]c3ccccc23)c([N+](=O)[O-])c1
22%	0%	3%	11%	-10%	-9%	-12%	4%	16%	CCOc1ccc(CNC(=O)CCC(=O)n2nc(C)c3ccccc32)cc1
26%	-5%	8%	7%	1%	-1%	16%	56%[activator]	-3%	CCOC(=O)C1CCN(c2nc3c(S(=O)(=O)c4ccccc4)nnn3c3ccc(Cl)cc23)CC1
18%	-1%	?	4%[57.1 µM]	11%	-7%	48%&-12%[activator]	9%[57 µM]	-1%&16%	COc1ccc(-c2nc(C#N)c(N3CCC(C(N)=O)CC3)o2)cc1
0%	i	?	-36%	-6%	15%	-1%	-20%	?	CCOC(=O)C1CCCN(C2=NC(=O)/C(=C/c3ccc(OC)cc3OC)S2)C1 (configuration not stated)
3%	-6%	-2%	-15%	-1%	-2%	-1%	34%	-4%	CN(C(=O)CCS(=O)(=O)c1ccc2c(c1)oc(=O)n2C)C1CCCCC1
30%	-7%	-23%	-15%	-6%	-1%	5%	34%	-15%	O=C(Cn1cc(SCc2ccc(C(F)(F)F)cc2)c2ccccc21)N1CCCCC1
12%	·	·	-33%	·	·	-6%	11%	-4%	COc1cc(OC)cc(C(=O)N(Cc2ccco2)Cc2cccs2)c1
7%[57.1 µM]	-10%	0%	-10%	4%	-11%	-1%	15%	17%	O=C(COC(=O)/C=C/c1ccccc1)NCC1CCCO1 (configuration not stated)
3%[57.1 µM]	-1%	20%	-19%	-1%	-7%	-11%	38%	-3%	Nc1ccc[n+](Cc2ccccn2)c1
29%	-2%	-8%	-20%	-5%	1%	9%	32%	10%	Cc1ccc2oc(C(=O)Nc3c(C(=O)Nc4ccccc4)oc4ccccc34)cc(=O)c2c1
-55%	0%	?	?	-15%	-6%	-4%	?	-6%	O=[N+]([O-])c1ccc(/C=N/NC(=S)Nc2ccccc2F)o1
2%	-8%	2%	10µM*	10%	9%	2%	30%	-4%	O=C(CN1CCOCC1)Nc1nc2ccc([N+](=O)[O-])cc2s1
-6%	9%	-22%	-18%	7%	-3%	9%	12%	23%	OCCCNc1nc(-c2ccc(Br)cc2)nnc1-c1ccc(Cl)cc1
-13%	-6%	-27%	-24%	-5%	-1%	-8%	14%	-39%	Cc1ccc(S(=O)(=O)Cn2nnnc2C(CC(C)C)N2CCN(C(=O)c3ccco3)CC2)cc1 (configuration not stated)
23%	-6%	-6%	13%	-11%	12%	8%	50%[activator]	30%	CCc1ccc(OC(C)c2nc(-c3ccc(-n4cccc4)cc3)no2)cc1 (configuration not stated)
20%	-6%	?	3%	-7%	-3%	-10%	43%[activator]	11%	CC(C)(CC(=O)O)CC(=O)Nc1ccc2c(c1)ncn2CCc1ccccc1
14%[57.1 µM]	-1%	-16%	72%[activator]	4%	0%	0%	114%[activator]	6%	CCc1ccccc1C1=CC(=O)C[C@H](c2ccc(OC)cc2)C1

Sorted by SMILES length (ascending): part of the list above.
rTrxR1 inhibitor	PGK inhibitor	12-LOX inh	JMJD2A Tudor	GLS inhibitor	ERG-DNA inh	Pin1 inh	HP1b binding inh	RGS4 inh	mol
14%[57.1 µM]	-1%	-16%	72%[activator]	4%	0%	0%	114%[activator]	6%	CCc1ccccc1C1=CC(=O)C[C@H](c2ccc(OC)cc2)C1
2%	-8%	2%	10µM*	10%	9%	2%	30%	-4%	O=C(CN1CCOCC1)Nc1nc2ccc([N+](=O)[O-])cc2s1
23%	-6%	-6%	13%	-11%	12%	8%	50%[activator]	30%	CCc1ccc(OC(C)c2nc(-c3ccc(-n4cccc4)cc3)no2)cc1 (configuration not stated)
20%	-6%	?	3%	-7%	-3%	-10%	43%[activator]	11%	CC(C)(CC(=O)O)CC(=O)Nc1ccc2c(c1)ncn2CCc1ccccc1
-13%	-6%	-27%	-24%	-5%	-1%	-8%	14%	-39%	Cc1ccc(S(=O)(=O)Cn2nnnc2C(CC(C)C)N2CCN(C(=O)c3ccco3)CC2)cc1 (configuration not stated)

Next entries
rTrxR1 inhibitor	PGK inhibitor	12-LOX inh	JMJD2A Tudor	GLS inhibitor	ERG-DNA inh	Pin1 inh	HP1b binding inh	RGS4 inh	mol
8%[57.1 µM]	7%	-3%	-14%	1%	3%	1%	14%	7%	C=CC[C@H](CC(=O)NCCO)C(=O)NC[C@H](OC(=O)[C@@H](CC=C)Cc1ccc(F)cc1)c1ccccc1
-3%	i	-18%	-2%	-2%	-9%	0%	29%	-23%	COc1ccc(N2CC(C(=O)Nc3c4c(nn3-c3ccc(OC)cc3)CS(=O)(=O)C4)CC2=O)cc1 (configuration not stated)
-16%[57.1 µM]	-2%	?	1.1µM*	5%	5%	4%	20%	-1%	CC(=O)C1=C(O)C(=O)N(c2ccc(Br)cn2)C1c1ccc(F)cc1 (configuration not stated)
19%	-8%	3%	-16%	-3%	-1%	1%	9%	24%	Cc1nnc(N2CCCC(C(=O)NCc3ccccc3F)C2)c2nn(-c3ccc(Cl)cc3)c(C)c12 (configuration not stated)
29%[57.1 µM]	-2%	7%	?	16%	-13%	16%	-3%	?	O=c1[nH]c(Nc2ccc3c(c2)OCCO3)nnc1Cc1ccccc1
-6%	-6%	-4%	-10%	-3%	2%	0%	33%	18%	O=C(Nc1ccc(OCC(=O)N2CCOCC2)cc1)c1cncc(Br)c1
4%[57.1 µM]	-13%	23%	-18%	8%	4%	2%	31%	-23%	COc1ccc(-c2cn(Cc3ccc([N+](=O)[O-])cc3)nn2)cc1
74%[activator]	·	-11%	8%	6%	2%	4%	52%[activator]	3%	Nc1nn(-c2ccccc2)nc1C(=O)OCc1ccc(Cl)cc1
-1%	7%	-14%	-15%	-5%	5%	-14%	22%	6%	COc1ccc(-n2ccn(CC(=O)NCc3ccc(C)cc3)c(=O)c2=O)cc1OC
25%	i	-15%	-10%	-12%	-6%	-1%	16%	6%	CCn1c(=O)cc(OCC(=O)N(C)c2ccc(OC)cc2)c2ccccc21
-36%	-9%	223%[activator]	56µM*	-2%	0%	?	-22%	1%	CCOc1ccc(N=Nc2c(=O)[nH]n3c(=O)cc(C)[nH]c23)cc1
14%[57.1 µM]	3%	368%[activator]	11%	8%	0%	7%	37%	18%	Cc1ccc(C)c(NC(=O)C2CC=CCC2C(=O)O)c1 (configuration not stated)
6%	-10%	-22%	-22%	0%	3%	1%	8%	-5%	Cc1c(C(=O)N2CCOCC2)oc2c1-c1nn(CC(=O)NCc3ccccc3)cc1CC2
23%	-7%	0%	-6%	-21%	39%[activator]	-10%	70%[activator]	-4%[56.9 µM]	COc1ccc(CCNC(=O)C2CCN(C(=O)c3ccccc3C)CC2)cc1
-2%	12%	36%[activator]	-8%	4%	5%	6%	7%[57 µM]	-14%	COc1ccc(OC)c(NC(=O)CSc2nc3scc(C)c3c(=O)[nH]2)c1
9%[57.1 µM]	-1%	26%	?	4%	6%	-8%	-4%	-6%	CC(OC(=O)c1ccc2c(=O)n3c(nc2c1)CCC3)C(N)=O (configuration not stated)
22%	3%	-14%	-5%	-13%	-5%	1%	23%	22%	CCc1ccc(NC(=O)c2sc3nc(C)c(Cl)c(C)c3c2NC(=O)c2ccccc2OC)cc1

Screening results as filed in PubChem.
